Screening results as filed in PubChem BioAssay.
S3 lipid droplet = qHTS Assay for Lipid Storage Modulators in Drosophila S3 Cells; Drosophila S3 cells, BODIPY lipid droplet fluorescence, 18-24 h; cells fed with added oleic acid; lipid storage change, negative = inhibition, % at the top dose, mostly 46.1 µM; hits show Potency in µM; 320,000 compounds, 0.64% hits; AID 2685; active = well fitted inhibition curve with a large enough effect in the signal ratio, with a control signal flat, not every such curve was filed as active; inconclusive = small, poorly fitted or top-dose-only effect, or effect the other way, or a change in a side signal; the % refers to the signal ratio
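Drosophila S3 cells loaded with oleic acid (400 uM, as added) and compounds at several concentrations; lipid droplets imaged by 488-nm laser-scanning cytometry, 500–530 nm intensity and object ratio to cell channel. Percent activity normalized to 20 uM Triacsin C.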
S3 lipid droplet cell count max = further read-out of S3 lipid droplet, marked with its call; cell number change, %; measured here: cell count max response;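 cells counted by Cell Tracker Red CMTPX staining in the red channel; peak over a dose series mostly up to 46.1 µM; percent activity relative to internal control wells on each plate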
The depositor's hits bear a star; i = inactive; ? = inconclusive; nt = no result given; [ ] = dose if it differs, or a comment. % is scaled to controls: 0 for no effect and ±100 for the full control effect; potency is read from the fitted curve at half-maximal effect. The list is partial; the hit share may differ from the screen's.

#	molecule	S3 lipid droplet	S3 lipid droplet cell count max
1	CCC(C)(C)n1nnnc1C(c1ccc(F)cc1)N1CCN(C(=O)c2ccco2)CC1 (stereo not given)	?	nt
2	Cc1c(NC(=O)/C(C#N)=C/C2CC=CCC2)c(=O)n(-c2ccccc2)n1C (stereo not given)	i	-4
3	Cn1cc(CCNC(=O)CC2C(=O)NCCN2CC(c2ccccc2)c2ccccc2)cn1 (stereo not given)	4%	25
4	CCOC(=O)c1cnn(-c2ccccc2)c1-c1ccccc1	?	nt
5	O=c1[nH]cnc2ccc([N+](=O)[O-])cc12	-3%	2
6	CCc1ccc2c(COC(=O)C3CC(=O)N(CCc4ccccc4)C3)cc(=O)oc2c1 (stereo not given)	?	nt
7	O=C(C1CCC1)N1CCN(c2ccccc2)CC1	i	-5
8	CCN(CCNC(=O)C1CCN(Cc2nc(-c3cccc(Cl)c3)oc2C)CC1)c1ccccc1	?	nt
9	COc1ccc(S(=O)(=O)N2CCC(C(=O)N(CC(C)C)C3CCS(=O)(=O)C3)CC2)cc1OC (stereo not given)	?	nt
10	O=C(Cn1c(=S)[nH]c2ccccc2c1=O)N1CCN(c2ccc(F)cc2)CC1	1%	nt
11	COC(=O)c1ccc(N(C(=O)CNC(=O)c2ccco2)C(C(=O)NC2CCCC2)c2ccco2)cc1 (stereo not given)	2%	-9
12	COc1ccc(-c2csc3ncnc(N4CCN(c5ccccc5)CC4)c23)cc1	?	nt
13	CCC(Oc1ccccc1C)C(=O)Nc1ccc(S(=O)(=O)Nc2cc(C)on2)cc1 (stereo not given)	?	nt
14	COc1ccc(C(CC(=O)O)NC(=O)c2sc3ccccc3c2Cl)cc1 (stereo not given)	10%	1
15	CCC(=O)c1ccc(OCC(=O)OCC(=O)Nc2c(C)n(C)n(-c3ccccc3)c2=O)cc1	?	nt
16	CCOC(=O)c1sc(=S)n(-c2ccc(OC)cc2)c1N	-1%	7
17	Clc1ccc(-c2nc(NCCN3CCOCC3)c3ccccc3n2)cc1	0%	-9
18	Cc1ccc(NC(=O)CN2C(=O)CCSc3ccc(S(=O)(=O)N4CCCC4)cc32)cc1	?	nt
19	O=C(/C=C/c1ccc(OCc2cccc(Cl)c2)cc1)N1CCOCC1	?	nt
20	CCn1ncc(C2=NOC(C(=O)Nc3cccnc3)C2)c1C (stereo not given)	?	nt
21	O=C(O)c1cc(N/N=C/c2cccs2)ccc1Cl	?	nt
22	O=C(Nc1cccc(Cl)c1)c1ccccc1	0%	-12
23	COc1cc(C2C(C(=O)c3ccc(C)o3)=C(O)C(=O)N2CCc2ccccc2)ccc1O (stereo not given)	?	nt
24	COc1ccc(/C=C/C(=O)c2c(O)cc(C)oc2=O)c(OC)c1	?	nt
25	NC(=O)NOCc1ccc(F)cc1Cl	6%	2
26	COc1ccccc1C(=O)Nc1ccc(OC(C)C(=O)N2CCOCC2)cc1 (stereo not given)	?	nt
27	CCOc1ccc(NC(=O)CCc2ccc(C)o2)cc1	i	-1
28	COc1cccc(N2CCN(C(=O)c3[nH]c(C)c(C(C)=O)c3C)CC2)c1	17%	-1
29	C=CCNC(=O)Nc1cc(Cl)ccc1OC	-1%	-9
30	COc1ccc(/C=C/C(=O)Nc2ccc(-n3nncc3-c3ccc(OC)c(OC)c3)cc2)cc1OC	-2%	-1

Next compounds follow:
#	molecule	S3 lipid droplet	S3 lipid droplet cell count max
31	O=C(NCc1cccc(C(F)(F)F)c1)c1ccc[nH]1	7%	12
32	CN1CCc2ccccc2Cc2[nH]c3ccccc3c2CC1	14%	17
33	Cc1cc2c(cc1C)CN(c1ccccc1)C2	10%	16
34	Cc1cccc(-n2nnc3cnn(C)c3c2=O)c1	?	nt
35	Cc1cc(=O)[nH]c2c(N=Nc3ccc(O)cc3)c(N)nn12	?	nt
36	COC(=O)CSc1nnc(Cc2cc(=O)[nH]c(=O)[nH]2)n1-c1cccc(OC)c1	?	nt
37	COc1ccc(NC(=O)COc2nsnc2N2CCOCC2)cc1	?	nt
38	COc1cc([N+](=O)[O-])cc(/C=N/NC(=O)c2cccnc2)c1O	7%	14
39	COc1cccc(N2CCN(c3ccc4nnc(CCC(=O)Nc5cc(C)ccn5)n4n3)CC2)c1	?	nt
40	Cc1noc(NS(=O)(=O)c2ccc(NC(=O)C(Cl)(Cl)Cl)cc2)c1C	i	-25
41	O=C(CNC(=S)N(Cc1ccc(F)cc1)C1CCCCC1)NCCN1CCOCC1	1%	-8
42	NC(=O)NNc1cccc(Cl)n1	-12%[9.22 µM]	16
43	CCCCCCn1c(COc2ccccc2F)nnc1SCC(=O)c1c(N)n(C)c(=O)n(C)c1=O	?	nt
44	OCCNCc1cc(Br)ccc1OCc1ccc(Cl)cc1Cl	?	nt
45	COc1ccc(C(=O)NCCSC2CCCCC2)cc1	2%	nt
46	CCOC(=O)c1cc2c(ccn2C)n1CC(=O)N(C)C	?	nt
47	O=C(COC(=O)CCc1nc2ccccc2c(=O)[nH]1)Nc1ccc(Cl)cn1	10%	-3
48	Cc1ccc(OCC(=O)OCC(=O)c2cccc([N+](=O)[O-])c2)cc1C	?	nt
49	Cc1ccc(NC(=O)/C(=C\c2cccc(Br)c2)NC(=O)c2ccco2)cc1	-15%	-4
50	CCn1c(SCC(=O)NC2CCCCC2)nc2ccccc2c1=O	20%	-29
51	Cc1ccc(NC2CC(C)NC(=S)N2)cc1 (stereo not given)	8%	-6
52	CC(C)Cn1c(O)c(/C=C2\C=NN=C2c2ccccc2)sc1=S	?	nt
53	Cc1ccc2oc(-c3cccc(NC(=O)c4cc(-n5cnnc5)ccc4Cl)c3)nc2c1	?	nt
54	CCc1cc(-c2n[nH]c(C)c2-c2ccccc2Cl)c(O)cc1OC	i	-7
55	CC(=O)N/C(=C\c1cccc([N+](=O)[O-])c1)C(=O)NC(C)C	1%	-2
56	O=C(CSc1nn(-c2ccc(Cl)cc2)c(=S)s1)NCC1CCCO1 (stereo not given)	?	nt
57	COc1c(O)cc2oc(-c3ccc(O)cc3)cc(=O)c2c1O	0%	-10
58	O=C(c1ccc(Cl)s1)N1CCc2ccccc21	?	nt
59	FC(F)(F)c1ccccc1-c1nc(-c2ccncc2)no1	-20%	nt
60	COc1ccc(-n2c(C)cc(C(=O)COC(=O)Cc3n[nH]c(=O)c4ccccc34)c2C)cc1	?	nt

Sorted by SMILES length (descending): some entries from above.
#	molecule	S3 lipid droplet	S3 lipid droplet cell count max
60	COc1ccc(-n2c(C)cc(C(=O)COC(=O)Cc3n[nH]c(=O)c4ccccc34)c2C)cc1	?	nt
39	COc1cccc(N2CCN(c3ccc4nnc(CCC(=O)Nc5cc(C)ccn5)n4n3)CC2)c1	?	nt
36	COC(=O)CSc1nnc(Cc2cc(=O)[nH]c(=O)[nH]2)n1-c1cccc(OC)c1	?	nt
21	O=C(O)c1cc(N/N=C/c2cccs2)ccc1Cl	?	nt
25	NC(=O)NOCc1ccc(F)cc1Cl	6%	2

More compounds follow:
#	molecule	S3 lipid droplet	S3 lipid droplet cell count max
61	CCOc1ccc(/C=C(/NC(=O)c2ccccc2Cl)C(=O)O)cc1	i	nt
62	CCOc1ccc(/C=C(\C(=O)O)c2ccc(S(=O)(=O)N3CCOCC3)s2)cc1OC	?	nt
63	COc1ccc(CC(=O)Nc2cc(=O)n(C)c(=O)n2C)cc1	?	nt
64	O=[N+]([O-])c1cccc(C(=NCc2ccccc2)NO)c1	27%	-3
65	CC(=O)c1cc(C(=O)N2CCCC(C(=O)c3ccc(Cl)cc3)C2)cs1 (stereo not given)	-15%	6
66	CCOc1ccc(CCNC(=O)COC(=O)c2ccc(Cl)nc2)cc1OCC	?	nt
67	COc1ccccc1/C=C/C(=O)Nc1cccc(C(C)=O)c1	?	nt
68	CCN(C(=O)Cc1c(C(=O)O)n(CC)c2ccccc12)c1ccccc1C	3%	-4
69	COc1cc(Br)cc2cc(C(=O)N3CCN(c4ccccn4)CC3)c(=O)oc12	8%	16
70	COc1ccc(CCN2C(=O)C3C4C=CC(C5CC45)C3C2=O)cc1OC (stereo not given)	-17%	-26
71	O=c1[nH]ncc(N2CCCCCC2)c1Cl	i	12
72	Cn1c(=O)[nH]c(=O)c2c1nc(NCCN)n2CCOc1ccccc1	i	-11
73	CCC(=O)Nc1ccc(NC(=O)CSc2nc3cc4c(cc3cc2C)CCC4)cc1	-12%	0
74	COc1ccc(-n2c(O)c(/C=N/NS(=O)(=O)c3cc(C)ccc3C)c3ccccc3c2=O)cc1OC	?	nt
75	COCCn1nnnc1SCC(=O)Nc1ccc2c(c1)OCO2	1%	8
76	COc1cc(S(=O)(=O)N2CCCCCC2)ccc1Cl	?	nt
77	Cc1c(NC(=O)C(C)Oc2ccccc2F)c(=O)n(-c2ccccc2)n1C (stereo not given)	?	nt
78	Cc1ccc(-n2c(SCC(=O)Nc3cc(C)on3)nc3c([nH]c4ccccc43)c2=O)cc1	?	nt
79	Cc1cc(C)c(S(=O)(=O)N(CC(=O)N2CCOCC2)C2CCCCC2)c(C)c1	7%	-2
80	O=C(Nc1nncs1)c1cccc(S(=O)(=O)N2CCCC2)c1	?	nt
81	CCOC(=O)N1CCN(C(=O)C2CCC(CNS(=O)(=O)c3ccccc3)CC2)CC1 (stereo not given)	?	nt
82	NC(C(=O)O)C(c1ccccc1)C(F)F (stereo not given)	0%	-2
83	O=C(O)CNS(=O)(=O)c1cccc(Cl)c1	?	nt
84	O=C(NCCc1c[nH]c2ccccc12)Nc1cccc2ccccc12	?	nt
85	CC1=C(C(=O)OC2CCCC(C)C2)C(c2ccccc2)NC(=O)N1 (stereo not given)	?	nt
86	COc1ccc(OCCCC(=O)Nc2nnc(C3CCCO3)s2)cc1 (stereo not given)	?	nt
87	CCN(CCNC(=O)CS(=O)(=O)Cc1nc(-c2cccc(OC)c2)oc1C)c1ccccc1	i	nt
88	COCCNc1nc(-c2cc(C)n(CCc3ccc(OC)cc3)c2C)cs1	-9%	1
89	CNS(=O)(=O)c1cccc(C(=O)OCC(=O)NCc2ccccc2)c1	?	nt
90	CC1=CC(=C2C(=O)c3ccccc3C2=O)C=C(C)N1C	0%	5

Continued:
#	molecule	S3 lipid droplet	S3 lipid droplet cell count max
91	O=C(O)Cc1ccc(NS(=O)(=O)c2ccccc2Cl)cc1	?	nt
92	CCOC(=O)c1nnn(-c2nc(N(C)C)nc(N(C)C)n2)c1C	2%	9
93	N#Cc1ccccc1NC(=O)C1CC(=O)N(c2ccc3c4c(cccc24)CC3)C1 (stereo not given)	-2%	-5
94	S=c1[nH]nc(-c2cccc(Cl)c2)n1/N=C/c1ccco1	?	nt
95	COc1ccc(C2/C(=C(/O)c3ccccc3)C(=O)C(=O)N2CCO)cc1 (stereo not given)	?	nt
96	CC(C)(C)NC(=O)N1CCn2cccc2C1c1ccccc1F (stereo not given)	0%	0
97	Cc1cc(-c2ccc(C)c(S(=O)(=O)NC(C)Cc3ccco3)c2)on1 (stereo not given)	?	nt
98	COc1ccc(Nc2ccc(S(=O)(=O)N3CCCCC3)cc2[N+](=O)[O-])cc1	?	nt
99	C=C(C)C(=O)Nc1ccc(OC(F)(F)C(F)F)c(NC(=O)C(=C)C)c1	?	nt
100	Cc1ccccc1OCC(=O)NNC(=O)CCN1C(=O)c2ccccc2C1=O	3%	nt
101	C=CCN(N=Nc1cccc([N+](=O)[O-])c1)c1cccc([N+](=O)[O-])c1	?	nt
102	O=C(NCCCn1ccnc1)c1nn2c(C(F)(F)F)cc(-c3ccc(Br)cc3)nc2c1Cl	?	nt
103	CCCc1cc(=O)oc2cc(C)cc(OCC(=O)NCc3ccncc3)c12	i	5
104	COc1ccc2c(c1)OC13CCCCC1C2C(C(=O)c1ccccc1)C(=O)N3 (stereo not given)	?	nt
105	Cc1ccc(/C=N/NC(=O)CN2CCN(S(=O)(=O)c3ccc(Br)cc3)CC2)s1	23%	3
106	Cc1c(NC(=O)COc2cccc(Cl)c2Cl)c(=O)n(-c2ccccc2)n1C	?	nt
107	O=C(c1c(F)cccc1F)N1CCC(O)(c2ccc(F)cc2)CC1	-20%	13
108	CCN(C(=O)COc1ncnc2sccc12)c1ccccc1	7%	nt
109	CCC(=O)Nc1c(C#N)c2nc3ccccc3nc2n1-c1ccccc1C	5%	4
110	O=C(NCCN1C(=O)C2C3C=CC(C3)C2C1=O)Nc1ccc(Br)cc1 (stereo not given)	?	nt
111	CCn1c(SCC(N)=O)nc2c1c(=O)n(C)c(=O)n2C	?	nt
112	O=C1OCCC1N1C(=O)c2ccccc2S1(=O)=O (stereo not given)	-4%	8
113	CCOc1cccc(C(=O)Nc2cccc(C(=O)NCC(C)C)c2)c1	-25%	-1
114	Cc1ccc(OCC(=O)N2CCN(C(=O)c3cccc(F)c3)CC2)cc1	?	nt
115	O=C(NC(=O)c1cccc(F)c1)OC[C@@H]1CCCN2CCCC[C@H]12	5%	-17

Full records as entered above.
C=CCN(N=Nc1cccc([N+](=O)[O-])c1)c1cccc([N+](=O)[O-])c1 in the list: S3 lipid droplet = ?; S3 lipid droplet cell count max = nt
S=c1[nH]nc(-c2cccc(Cl)c2)n1/N=C/c1ccco1 in the list: S3 lipid droplet = ?; S3 lipid droplet cell count max = nt
